# Source: PubChem BioAssay (National Center for Advancing Translational Sciences (NCATS))
# PTHR1 agonist = PTHR1 (human) receptor agonism; Q03431; HEK293 GP2 PTHR1 cells, GloSensor cAMP luminescence, 1 h; Potency, µM (highest dose often 115 µM), for inactives: at the highest dose activation, usual class: activators; actives 0.075% (n = 410,000); note: potency is the fitted concentration of half-maximal effect; nearly all actives have a fitted effect of over 55% in size; some results filed as inactive show a strong effect at the top dose; inactives centre near -15; many of its hits are not listed in these tables
# Target sequence (Q03431 whole entry, looked up): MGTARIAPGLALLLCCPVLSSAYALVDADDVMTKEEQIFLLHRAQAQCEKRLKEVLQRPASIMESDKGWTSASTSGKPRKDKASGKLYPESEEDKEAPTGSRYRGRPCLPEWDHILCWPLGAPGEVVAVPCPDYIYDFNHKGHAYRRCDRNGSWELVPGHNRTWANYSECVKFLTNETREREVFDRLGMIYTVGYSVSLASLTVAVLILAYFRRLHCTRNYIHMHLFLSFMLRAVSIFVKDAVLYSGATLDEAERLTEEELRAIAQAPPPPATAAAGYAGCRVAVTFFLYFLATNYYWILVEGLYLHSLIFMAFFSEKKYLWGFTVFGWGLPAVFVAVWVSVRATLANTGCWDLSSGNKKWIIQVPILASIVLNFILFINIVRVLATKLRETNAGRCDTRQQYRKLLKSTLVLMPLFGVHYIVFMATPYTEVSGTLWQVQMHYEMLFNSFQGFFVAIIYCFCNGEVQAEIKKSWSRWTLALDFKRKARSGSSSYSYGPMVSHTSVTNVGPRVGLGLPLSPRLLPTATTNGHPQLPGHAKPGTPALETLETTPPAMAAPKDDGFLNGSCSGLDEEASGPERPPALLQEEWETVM
#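 HEK-293-derived GP2 cells expressing PTHR1 and a GloSensor cAMP reporter, 3,000/well, plated overnight, given luciferin plus IBMX (each 0.5 mM as added) for 1 h at 37 °C, then compound for 1 h at 37 °C. Luminescence was read after 15 min at room temperature.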
# HEK293 tox = cytotoxicity in counter-screen for GLP-1R inverse agonists; Potency, µM (series often up to 38.3 µM), inactives show at the top dose activity change, negative = inhibition, usual class: inhibitors; actives 0.13% (n = 410,000); HEK293 cAMP-luciferase reporter cells, luminescence, 24 h;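 note: loss of luciferase light is scored as toxicity; potency is the fitted concentration of half-maximal effect; % is set by controls: 0 for no effect and ±100 for the full control effect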
#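 Cells in DMEM/10% Nu serum/1% pen-strep, 1536-well format. Pre-incubated 12 h, dosed with 23 nL compound, incubated a further 24 h. Luciferase detection, 12 min at room temp, luminescence.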
# aSyn rescue = inhibitors of alpha-synuclein toxicity in yeast. actives 0.14% (n = 370,000). Yeast expressing alpha-synuclein, growth rescue, BacTiter-Glo, 24 h. Potency, µM (series often up to 46.1 µM), without a hit: at the highest dose growth rescue (activation), most hits filed as activators; note: potency is the fitted concentration of half-maximal effect; % of control where 0% means no effect; nearly all actives have a fitted effect of over 65% in size
#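 Readout is rescue of growth in alpha-synuclein-expressing yeast, so inhibitors of toxicity appear as activators. Growth after 24 hr at 30 deg C in galactose medium is quantified by luminescence.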
# GLP-1R inv ag = acts as inverse agonist at human GLP-1 receptor; P43220; HEK293 GLP-1R CRE-luciferase, luminescence, 24 h; GLP-1R form is constitutively active; Potency, µM (highest dose often 38.3 µM), without a hit: at the highest dose activity change, negative = inhibition, most hits filed as inhibitors; actives 1.6% (n = 410,000); AID 624417; note: potency is the fitted concentration of half-maximal effect; % is set by controls: 0 for no effect and ±100 for the full control effect; nearly all actives have a fitted effect of over 55% in size
# Target sequence (P43220 whole entry, looked up): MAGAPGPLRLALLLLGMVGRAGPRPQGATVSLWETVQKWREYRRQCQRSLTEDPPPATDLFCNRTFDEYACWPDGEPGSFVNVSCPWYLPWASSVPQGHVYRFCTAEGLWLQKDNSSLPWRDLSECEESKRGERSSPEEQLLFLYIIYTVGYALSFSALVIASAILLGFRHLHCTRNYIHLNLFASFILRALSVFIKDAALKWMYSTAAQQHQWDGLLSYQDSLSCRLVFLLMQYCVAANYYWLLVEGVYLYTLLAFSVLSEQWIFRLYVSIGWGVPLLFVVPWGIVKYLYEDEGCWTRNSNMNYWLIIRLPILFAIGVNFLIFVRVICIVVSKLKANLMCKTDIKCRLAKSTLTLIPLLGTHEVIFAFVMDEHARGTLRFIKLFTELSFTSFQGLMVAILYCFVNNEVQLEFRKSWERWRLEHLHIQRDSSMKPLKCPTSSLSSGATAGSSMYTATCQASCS
#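 Using stably transfected HEK293 (constitutively active GLP-1R, cAMP-luciferase reporter), compounds were incubated 24 hr and luciferase measured by luminescence.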
# TDP-43 yeast inh = TDP-43 toxicity inhibition in yeast; TDP-43 expressing yeast growth rescue, BacTiter-Glo, 24 h; Potency, µM (top dose mostly 46.1 µM), for the others: at the highest dose growth rescue (activation), usual class: activators; actives 1.8% (n = 410,000); AID 652104; note: potency is the fitted concentration of half-maximal effect; % of control where 0% means no effect; nearly all actives have a fitted effect of over 50% in size
#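 Readout is BacTiter-Glo luminescence of cell growth, so inhibitors register as activators. TDP-43-expressing yeast at OD600=0.02 in galactose medium, after raffinose pregrowth to mid-log, were incubated with compound for 24 hr at 30 deg C.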
# FUS yeast rescue = FUS proteinopathy suppression in yeast | S. cerevisiae FUS-expressing, growth rescue, OD600, 24 h | Potency, µM (doses to about 76.6 µM), for inactives: top-dose growth rescue (activation), actives largely listed as activators | actives 0.24% (n = 390,000);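 note: potency is the fitted concentration of half-maximal effect; plate controls were DMSO vehicle for no effect and reference control for full effect; nearly all actives have a fitted effect of over 55% in size; some results filed as inactive show a strong effect at the top dose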
#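 Cultures pregrown in 2.5% raffinose medium are shifted to minimal medium containing 2% galactose to express toxic FUS. Compounds are tested at several concentrations. After 24hr at 30C, growth is quantified at 600 nm absorbance.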
# pAkt inh = blocks phosphorylation of Akt. Neuro2A IGF-stimulated pAkt S473 HTRF, 20 min; stronger effect = lower value. activity change, % for hits at 50 µM. actives 0.32% (n = 360,000). AID 651550; in the data active = activity change below about -80%; inconclusive = mostly about -51% to -80%; note: % is set by controls: 0 for no effect and ±100 for the full control effect
#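 Neuro2A cells (4,500/well, DMEM with 0.5% FBS) were treated with compound at a single 50 µM final concentration, stimulated with 6 nM IGF for 20 min at 37 °C, and lysed. Phospho-Akt Ser473 was read by HTRF as 665/615 ratio ×10^4.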
# MmCpn inh = M. maripaludis TRiC chaperonin inhibition; Potency, µM (highest dose often 76.9 µM), inactives show top-dose activity, negative = inhibition, hits mostly inhibitors; AID 504842; purified Mm-Cpn ATPase, ADP Transcreener TR-FRET; actives 0.031% (n = 330,000); note: potency is the fitted concentration of half-maximal effect; % is set by controls: 0 for no effect and ±100 for the full control effect; nearly all actives have a fitted effect of over 80% in size
#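 ATPase read-out: TR-FRET ADP immunoassay (anti-ADP Eu cryptate vs ADP-d2), ex 320 nm, em 590/665 nm; signal drops as ADP forms. Enzyme 25 nM, ATP 10 uM, 30 min at 37°C after 10 min compound preincubation.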
# Abeta yeast res = A-beta toxicity reversal in yeast | yeast expressing A-beta42, growth rescue, OD600, 48 h; response scale: 0% DMSO, 100% iron-clioquinol control | Potency, µM (titrated, usually from 46.1 µM), inactives show at the top dose growth rescue, most hits filed as activators | actives 0.063% (n = 410,000) | AID 1347071; note: potency is the fitted concentration of half-maximal effect; nearly all actives have a fitted effect of over 55% in size
#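 Growth rescue measured by 600 nm absorbance after 48 h yeast culture at 30 C with compound. Values normalized between DMSO and an equimolar ferric chloride plus clioquinol control.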
# * marks the source's active call; other numbers are inactive results; i = inactive; ? = inconclusive; · = not tested or not shown; [ ] = remark or other dose. Unless noted, calls come from the whole dose curve; as a rule, active = well fitted curve in the direction sought with a large enough effect; inconclusive = small, poorly fitted or top-dose-only effect, or another doubt; inactive = no such curve, though single readings can be large; an effect the other way counts as inactive or inconclusive. The list is partial. The share of hits here may be higher or lower than overall.
SMILES,PTHR1 agonist,HEK293 tox,aSyn rescue,GLP-1R inv ag,TDP-43 yeast inh,FUS yeast rescue,pAkt inh,MmCpn inh,Abeta yeast res
O=C(CCNc1ccc(Br)cc1)c1cccc([N+](=O)[O-])c1,-48%[inhibitor],16%,-11%,-28%,0%,14%,i,-2%,12%
COC(=O)c1cccc(NC(=O)CSCc2ccccc2)c1,25%,3%,-4%,-5%,?,-25%,i,1%,5%
CC(/C=N/NC(=O)Cn1cnc2c1c(=O)n(C)c(=O)n2C)=C\c1ccccc1,i,-9%,-4%,16%,11%,·,i,2%,3%
CC(C)CCN1C(=O)CSCC1(C)C(=O)Nc1ccc2c(c1)OCCO2 (stereo unspecified),-16%,-3%,5%,2%,30%,-2%,i,·,13%
Cc1ccc(C(=O)N2CCC3(CC2)Oc2ccc(F)cc2C(=O)C32CC(c3cccnc3)=NO2)s1 (stereo unspecified),i,-2%,21%,-5%,-16%,41%,i,1%,-4%
Cn1c(=O)n(C)c2cc(CNc3ccc(N4CCOCC4)c(C(=O)O)c3)ccc21,-3%,4%,8%,14%,14%,9%,i,-1%,15%
CCOc1cccc2cc(-c3nc4sc5c(c4c(=O)[nH]3)CCC(C(C)(C)C)C5)c(=O)oc12 (stereo unspecified),i,-11%,·,6%,-2%,15%,·,·,-1%
CN(CCn1ccnc1)C(=O)CC1C(=O)NCCN1Cc1ccccc1C(F)(F)F (stereo unspecified),-43%[inhibitor],-9%,-1%,3%,-5%[0.397 µM],9%,i,-6%,8%
O=C1C=Cc2cccc3ccc(O)c1c23,-16%,-9%,35µM*,?,-48%[inhibitor],0%,i,·,-18%
Cc1cc(Cl)c(S(=O)(=O)NCC2CCCO2)cc1OCC(N)=O (stereo unspecified),i,-16%,-10%,19%,1%,13%,i,0%,6%
CC(=O)Nc1ccc2nc(SCCOc3ccc(C)cc3)sc2c1,-11%,0%,·,9%,13%,-3%,·,·,-11%
CCc1nc2c(OCCOc3ccc(F)cc3)cccn2c1N(C)C(=O)C(C)C,i,-15%,-7%,-23%,13%,-8%,i,·,4%
CC(C)Oc1ccc(CNC(=O)CCCN2C(=O)CCn3nc(-c4cccn4C)cc32)cc1,i,-6%,·,1%,24%,33%,·,·,3%
O=C(CN1CCOCC1)Nc1cccc(S(=O)(=O)N2CCCCCC2)c1,i,8%,-4%,11%,0%,19%,i,1%,1%
O=C(CNS(=O)(=O)c1cccs1)N1CCN(c2ccccn2)CC1,-12%,70%[activator],-4%,-13%,0%,-12%,i,1%,18%
CCCCn1c(N)c(N(CCOC)C(=O)CC(NC(=O)c2ccccc2)c2ccccc2)c(=O)[nH]c1=O (stereo unspecified),i,5%,-1%,1%,9%,15%,i,1%,2%
CCOc1ccc(NC(=S)N2CCN(C/C=C/c3ccccc3)CC2)cc1,-18%,-15%,10%,?,13%,9%,i,-1%,-4%
CCOc1cc(OCC)cc(C(=O)Nc2cccc(C(C)=O)c2)c1,-10%,-9%[1.53 µM],-5%,-8%,3%,6%,i,1%,18%
CC(C)(C)c1ccc(C(=O)NCC(=O)N2CCNC(=O)C2)cc1,i,-2%,0%,14%,-13%,10%,i,-1%,0%
COC(=O)C1Sc2[nH]c(=O)sc2C(c2ccc(Cl)cc2)C1C(=O)OC (stereo unspecified),i,-8%,7%,-14%,9%,3%,i,-2%,3%
CC(C)NC(=O)C1(C)CN(S(C)(=O)=O)CC(=O)N1CCc1ccccc1 (stereo unspecified),-21%,-2%,9%,13%,13%,-7%,i,·,0%
CCCS(=O)(=O)NC(=O)C1(C)CCN(C(=O)c2ccc(C(F)(F)F)cc2)C1 (stereo unspecified),-13%,1%,0%,28%,8%,-2%,·,·,-17%
Cc1c(Cl)cccc1NC(=O)COC(=O)C12CC3CC(CC(O)(C3)C1)C2,-3%,3%,9%,?,24%,-15%,i,-3%,11%
COC(=O)Nc1ccc(S(=O)(=O)NNC(=O)c2c(O)c3ccccc3n(C)c2=O)cc1,i,0%,7%,11%,-26%,-12%,i,-2%,8%
CCC12CN3CC(C)(CN(C1)C3c1c[nH]c3ccccc13)C2=O (stereo unspecified),-10%,-5%,·,-13%,11%,6%,·,·,-8%
Cc1ccc2nc(-c3ccc(O)cc3)oc2c1,-85%[inhibitor],0%,-7%,2%,·,18%,i,-1%,11%
N#CC(=Cc1ccncc1)c1ccccc1,i,-18%,5%,45%[activator],3%,·,i,·,-3%
CC(C)(C)c1ccc(C(=O)NCCC(=O)Nc2cc(Cl)ccc2N2CCOCC2)cc1,-14%,-12%,4%,?,?,?,i,-6%,6%
O=C(CNC(=O)c1cccs1)c1ccc(Cl)cc1,-21%,4%,1%,-17%,7%,20%,i,-1%,-2%
CCOc1ccccc1/C=C/C(=O)c1ccc(Cl)cc1,-10%,20%,0%,?,-16%,·,i,-1%,-4%
Cc1[nH]c(=S)c(C#N)c(-c2ccco2)c1C(=O)N(C)C,-6%,1%,-4%,2%,22%,4%,i,-4%,10%
Cc1cccc(C(=O)NCC(=O)N(C)CC(=O)Nc2ccc(N3CCOCC3)cc2)c1,-16%,3%,-1%,57%[activator],-4%,15%,i,0%,-10%
Cc1ccc(-n2nc(C)c3c(C)c(CCC(=O)O)c(C)nc32)cc1C,i,-14%,18%,22%,19%,3%,i,1%,-10%
CCCCn1cc(S(=O)(=O)c2ccc(CC)cc2)c(=O)c2cc(F)c(N3CCOCC3)cc21,-11%,-1%,·,0%,20%,-13%,·,·,-1%
COCCNc1ncnc2c1c(-c1ccccc1)cn2-c1cccc(Cl)c1,i,-6%,·,?,35µM*,?,·,·,-5%
CC(C)Cc1nc2oc3c(=O)[nH]cnc3c2c2c1CCC2,?,16%,13%,32%[activator],-1%,12%,i,1%,7%
C/C(CC(=O)Nc1ccccc1[N+](=O)[O-])=N\NC(=O)COc1ccccc1C,1%[57.5 µM],?,-5%,-7%,21%,17%,i,0%,12%
CC1CCN(c2nc(-c3ccc(Br)cc3)nc3ccccc23)CC1,0%,-15%,·,42%[activator],?,37%,·,·,-16%
CC1(C)Cc2c(cnn2-c2ccc(F)cc2)C(NC(=O)CN2CCCCC2=O)C1 (stereo unspecified),i,2%,-7%,?,-7%,3%,i,0%,3%
CCOC(=O)CC(=O)CSc1ncnc2c1cnn2-c1ccccc1,-16%[57.5 µM],-7%,9%,40%[activator],15%,5%,i,-7%,-3%
Cc1ccc(CN2CCN(/N=C/c3ccco3)CC2)c(C)c1,?,13%,-2%,?,-8%,?,i,1%,-2%
O=C(Nc1nc2c(s1)CN(Cc1ccccc1)CC2)c1c(F)cccc1F,-28%,0%,5%,-3%,-27%,22%,i,?,-16%
Cc1c(/C=N\NC(=O)c2cccc(F)c2)cnn1C,i,3%,2%,13%,7%,·,i,-1%,7%
O=C(c1ccco1)N1CCN(C(=S)Nc2ccc(Br)cc2Cl)CC1,-71%[inhibitor],-4%,-1%,?,21%,·,i,-1%,6%
COc1ccc(NC(=O)c2cccs2)cn1,-9%,-26%,-2%,13%,-22%,6%,i,2%,-20%
CC(=NC1CCCC1)c1c(C)[nH]n(-c2nc3ccccc3s2)c1=O,-14%[57.5 µM],-4%,0%,-13%,27%,11%,-116%*,1%,25%
Cn1c(=O)c2c(ncn2CC(=O)Nc2ccccc2Sc2ccccc2)n(C)c1=O,-19%[57.5 µM],-9%,27%,9%,1%,-3%,i,0%,20%
O=C(CSc1nnc2c(n1)[nH]c1ccccc12)N1CCCCC1,-11%,-4%,0%,4%,-11%,18%,i,0%,8%
CCOC(=O)c1cnc(-n2nc(C)cc2C)nc1Nc1ccc(N(C)C)cc1,-34%[inhibitor],1.1µM*,0%,1.6µM*,23%,40%,i,0%,11%
COc1ccc([C@@H]2C[C@H]3[C@@H](CN2S(=O)(=O)c2ccccc2)C(=O)C[C@@H](c2ccc(C)cc2)N3S(=O)(=O)c2ccc(C)cc2)cc1,-18%,0%,2%,2%,?,3%,i,·,9%
C=CCn1nc([N+](=O)[O-])nc1Sc1cccc2cccnc12,i,2.8µM*,-4%,?,?,8%,i,1%,2%
CCCn1c(SCC(=O)Nc2ccc(OCC)cc2)nnc1C(C)C,-66%[inhibitor],36%[activator],0%,-15%,6%,3%,i,-1%,-2%
COc1ccc(NC(=O)CCn2c(=O)c3cccn3c3cccnc32)c(OC)c1,-20%,0%,·,5%,14%,-12%,·,·,-7%
CCc1ccc(Nc2sc(C(=O)c3ccccc3)c(N)c2S(C)(=O)=O)cc1,i,4%,·,14%,24%,-25%,·,·,10%
CCc1nc2ccc(C(=O)NCc3ccc(OC)cc3)cn2c1N(CC)CCOC,-4%,-6%,1%,24%,22%,-18%,i,·,-5%

# Quoted at random: 4 compounds from above, in no set order.
SMILES,PTHR1 agonist,HEK293 tox,aSyn rescue,GLP-1R inv ag,TDP-43 yeast inh,FUS yeast rescue,pAkt inh,MmCpn inh,Abeta yeast res
Cn1c(=O)c2c(ncn2CC(=O)Nc2ccccc2Sc2ccccc2)n(C)c1=O,-19%[57.5 µM],-9%,27%,9%,1%,-3%,i,0%,20%
O=C(CSc1nnc2c(n1)[nH]c1ccccc12)N1CCCCC1,-11%,-4%,0%,4%,-11%,18%,i,0%,8%
CCc1ccc(Nc2sc(C(=O)c3ccccc3)c(N)c2S(C)(=O)=O)cc1,i,4%,·,14%,24%,-25%,·,·,10%
C=CCn1nc([N+](=O)[O-])nc1Sc1cccc2cccnc12,i,2.8µM*,-4%,?,?,8%,i,1%,2%
